Assay outcomes (PubChem)
POLH inh: qHTS for Inhibitors of Polymerase Eta. DNA polymerase eta (Homo sapiens), Q9Y253. recombinant Pol eta, fluorescent DNA replication assay. Potency, µM (series often up to 114 µM), inactives show at the highest dose activity change, negative = inhibition, most hits filed as inhibitors. hit rate 1.2% among 390,000; also: potency is read from the fitted curve at half-maximal effect; % is scaled to controls: 0 for no effect and ±100 for the full control effect
Target sequence (Q9Y253 whole entry, looked up): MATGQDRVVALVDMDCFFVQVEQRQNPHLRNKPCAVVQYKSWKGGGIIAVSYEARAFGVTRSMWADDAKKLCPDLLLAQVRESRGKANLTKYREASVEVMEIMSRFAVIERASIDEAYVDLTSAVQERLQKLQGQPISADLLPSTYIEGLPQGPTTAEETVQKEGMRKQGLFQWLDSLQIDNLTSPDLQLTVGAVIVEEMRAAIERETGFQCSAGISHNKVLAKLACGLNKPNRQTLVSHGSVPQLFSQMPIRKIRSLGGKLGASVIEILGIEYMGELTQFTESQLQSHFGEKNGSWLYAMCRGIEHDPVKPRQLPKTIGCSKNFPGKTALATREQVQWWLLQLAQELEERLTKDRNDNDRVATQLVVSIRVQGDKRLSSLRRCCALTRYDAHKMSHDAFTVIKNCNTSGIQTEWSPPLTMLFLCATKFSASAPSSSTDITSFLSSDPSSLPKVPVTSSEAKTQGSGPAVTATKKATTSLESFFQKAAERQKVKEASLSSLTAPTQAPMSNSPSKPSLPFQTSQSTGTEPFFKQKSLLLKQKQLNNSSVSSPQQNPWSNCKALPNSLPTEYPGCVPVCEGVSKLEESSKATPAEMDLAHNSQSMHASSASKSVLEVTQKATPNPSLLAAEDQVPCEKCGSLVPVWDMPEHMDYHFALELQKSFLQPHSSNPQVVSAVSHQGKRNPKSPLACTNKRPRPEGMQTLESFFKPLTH
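Fluorescent replication assay: 50 nM final substrate added after a 15 min room-temperature compound preincubation with 10 nM enzyme. Signal taken at 0 min and again at 10 min.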
G9a inh: qHTS Assay for Inhibitors of Histone Lysine Methyltransferase G9a; AID 504332, 2011; hit rate 8.8% among 350,000; G9a H3K9 monomethylation, AlphaScreen, 2 h; Histone-lysine N-methyltransferase EHMT2 (Homo sapiens), Q96KQ7; Potency, µM (top dose mostly 102 µM), without a hit: at the highest dose activity, negative = inhibition, most hits filed as inhibitors; also: potency is read from the fitted curve at half-maximal effect; % is scaled to controls: 0 for no effect and ±100 for the full control effect; nearly all actives have a fitted effect of over 75% in size
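G9a (20 nM) was preincubated 15 min with compound, then reacted 2 h at room temperature with 500 nM biotin-H3K9 peptide and 20 µM SAM. Monomethyl-H3K9 detected by AlphaScreen using anti-H3K9me1 antibody.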
BAZ2B inh: qHTS Assay for Inhibitors of BAZ2B. Bromodomain adjacent to zinc finger domain protein 2B (Homo sapiens), Q9UIF8. AlphaScreen BAZ2B-H3K14Ac peptide displacement. Potency, µM (titrated, usually from 114 µM), for inactives: at the top dose activity change, negative = inhibition, hits mostly inhibitors. hit rate 4.4% among 360,000; also: potency is read from the fitted curve at half-maximal effect; % is scaled to controls: 0 for no effect and ±100 for the full control effect; nearly all actives have a fitted effect of over 60% in size
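AlphaScreen displacement of biotin-H3(5-23)K14Ac peptide (50 nM final) from BAZ2B (50 nM final) in PBS pH 7.4, 0.01% Tween-20; complex preformed 30 min RT, then compounds (top 110 uM) 30 min RT, beads 20 min dark.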
GLS inhibitor: qHTS for Inhibitors of Glutaminase (GLS); Glutaminase kidney isoform, mitochondrial (Homo sapiens), O94925; GLS enzymatic activity, qHTS titration; Potency, µM (titrated, usually from 45.5 µM), without a hit: at the top dose activity change, negative = inhibition, hits mostly inhibitors; hit rate 0.21% among 410,000; AID 624170, 2012; also: potency is read from the fitted curve at half-maximal effect; % is scaled to controls: 0 for no effect and ±100 for the full control effect
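Assay buffer: 45 mM KH2PO4 pH 8.2, 0.02% Tween-20. hKGA acts on L-glutamine (1 mM solution added); product glutamate is reported by an oxidase/peroxidase Amplex Red coupling, with fluorescence taken at baseline and 30 min.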
PI4K2A block: qHTS for small molecular inhibitors of PI4K2A; Phosphatidylinositol 4-kinase type 2-alpha (Homo sapiens), Q9BTU6; purified PI4K2A, ADP-Glo luminescence, 1 h; stronger effect = lower value; activity change, negative = inhibition, % at 76.9 µM; hit rate 0.13% among 420,000; AID 1346378, 2018; in the data active = activity change below about -50%; inconclusive = mostly about -30% to -49%;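 also: -100% = wells without enzyme as full effect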
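Compounds are screened against recombinant PI4K2A using PI as substrate and ATP, the latter dispensed at 300 microM. Reactions run one hour at ambient temperature before ADP-Glo detection; full inhibition defined by wells lacking enzyme.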
HP1b binding inh: HTS for Inhibitors of HP1-beta Chromodomain Interactions with Methylated Histone Tails | hit rate 0.56% among 390,000 | AlphaScreen HP1-beta / biotin-H3K9me3 peptide binding | Potency, µM (titrated, usually from 114 µM), for the others: at the top dose activity change, negative = inhibition, actives largely listed as inhibitors | Chromobox protein homolog 1 (Homo sapiens), P83916; also: potency is read from the fitted curve at half-maximal effect; nearly all actives have a fitted effect of over 70% in size; inactives centre near 23
Target sequence (P83916 whole entry, looked up): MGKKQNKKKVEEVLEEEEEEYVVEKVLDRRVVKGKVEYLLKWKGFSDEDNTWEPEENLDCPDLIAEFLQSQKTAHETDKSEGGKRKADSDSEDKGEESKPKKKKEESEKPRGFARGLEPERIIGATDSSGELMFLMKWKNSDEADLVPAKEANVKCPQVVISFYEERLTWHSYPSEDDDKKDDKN
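Compound inhibition of the preformed complex between 50 nM HP1-beta and 50 nM biotinylated H3K9me3 peptide was read by AlphaScreen. Buffer was PBS pH 7.4 with 0.01% Tween-20. Incubations ran 30 min at room temperature, with 10 ug/mL donor/acceptor beads.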
JMJD2A Tudor: qHTS Assay for Inhibitors of JMJD2A-Tudor Domain. Lysine-specific demethylase 4A (Homo sapiens), O75164. AlphaScreen JMJD2A-Tudor / H3K4me3 peptide binding. Potency, µM (series often up to 114 µM), without a hit: at the top dose activity change, negative = inhibition, most hits filed as inhibitors. hit rate 4.4% among 390,000; also: potency is read from the fitted curve at half-maximal effect; % is scaled to controls: 0 for no effect and ±100 for the full control effect; nearly all actives have a fitted effect of over 50% in size
PGK inhibitor: qHTS Assay to Find Inhibitors of Phosphoglycerate Kinase; Potency, µM (titrated, usually from 57.5 µM), inactives show at the highest dose activity change, negative = inhibition, usual class: inhibitors; PGK/GAPDH coupled, Kinase-Glo luminescence, 60 min; AID 602233, 2012; hit rate 0.043% among 380,000; Phosphoglycerate kinase, glycosomal (Trypanosoma brucei brucei), P07378; also: potency is read from the fitted curve at half-maximal effect; % is scaled to controls: 0 for no effect and ±100 for the full control effect; nearly all actives have a fitted effect of over 60% in size
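Recombinant glycosomal PGK reaction used 1,3-bisphosphoglycerate generated in-well by GAPDH (100nM final) in 100mM TEA pH 7.6, 5mM MgCl2, 0.01% Tween-20. After 60 minutes at room temperature, ATP was read by Kinase-Glo Plus luminescence end-point.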
Pin1 inhibitor: qHTS Assay to Find Inhibitors of Pin1; Peptidyl-prolyl cis-trans isomerase NIMA-interacting 1 (Homo sapiens), Q13526; Potency, µM (top dose mostly 115 µM), inactives show at the highest dose activity, negative = inhibition, hits mostly inhibitors; Pin1 FP peptide displacement, HiFluor488, 10 min; AID 504891, 2011; hit rate 0.009% among 390,000; active = well fitted inhibition curve with a large enough effect in the polarisation, with a control signal flat, not every such curve was filed as active; inconclusive = small, poorly fitted or top-dose-only effect, or effect the other way, or a change in a side signal; inactive = no such curve, though single readings can be large or run the other way; the % refers to the polarisation; also: potency is read from the fitted curve at half-maximal effect; % is scaled to controls: 0 for no effect and ±100 for the full control effect
* hit, by the source's call; i = inactive; ? = inconclusive; nt = no result given; [ ] = remark or other dose. Unless noted, calls follow the shape of the dose curve; as a rule, active = well fitted curve in the direction sought with a large enough effect; inconclusive = small, poorly fitted or top-dose-only effect, or another doubt; inactive = no such curve, though single readings can be large; an effect the other way counts as inactive or inconclusive. Only part of the results is shown (hit frequency here may not be typical).

POLH inh,G9a inh,BAZ2B inh,GLS inhibitor,PI4K2A block,HP1b binding inh,SMILES,JMJD2A Tudor,PGK inhibitor,Pin1 inhibitor
-14%,7%,nt,-22%,6,15%,Cc1c(NC(=O)CN2c3ccccc3CC2C)c(=O)n(-c2ccccc2)n1C (stereo not given),-9%,i,-2%
-2%,-2%,-13%,-12%,-1,11%,COC(=O)c1cn(NC(=O)c2ccccc2[N+](=O)[O-])c(=O)c2ccccc12,-16%,2%,2%
-2%,9%,7%,-9%,-1,27%,Cc1cc(NC(=O)c2ccc(N3C(=O)C4C5C=CC(C5)C4C3=O)cc2)no1 (stereo not given),-6%,1%,-1%
-11%,nt,nt,?,-5,-19%[57 µM],CCCCSc1n[nH]c(=S)c2nc[nH]c12,-53%,-7%,-2%
-18%,12%[12.7 µM],-1%[57.1 µM],-5%,0,59%,CCCCN1C(=O)NC(NC(=O)c2ccco2)(C(F)(F)F)C1=O (stereo not given),-2%,8%,3%
-10%,-43%,-11%,-2%,4,10%,CCN1CCN(S(=O)(=O)c2ccc(Cl)c(C(=O)N(C)Cc3cccc(Cl)c3Cl)c2)CC1,-18%,-5%,0%
-13%,nt,-8%,-1%,4,22%,COc1cc(C(=O)O)c2ccccc2n1,-2%,-2%,-7%
?,-4%[59 µM],?,1%,-3,25%,CC[C@@H](C)[C@@H](C(=O)N1CCN(C(=O)OC(C)(C)C)CC1)n1cc(CCCN=C(NC(=O)OC(C)(C)C)NC(=O)OC(C)(C)C)nn1,?,-7%,-11%
-10%,-5%[59 µM],1%,5%,-6,58%[activator],O=c1[nH]c(CSc2ncnc3sccc23)nc2ccccc12,-14%,2%,74%[activator]
-9%,-10%[59 µM],-1%,0%,7,49%[activator],O=C(NC1CCCCC1NC(=O)c1ccco1)c1ccco1 (stereo not given),3%,2%,0%
-6%,nt,-3%,2%,-1,23%,CCOC(=O)c1[nH]ncc1CN1CCCC(C(=O)c2ccc(OC)cc2C)C1 (stereo not given),-14%,-1%,-2%
-17%,-6%[12.7 µM],9%,1%,-9,-2%,CCCCN(CCCC)S(=O)(=O)c1ccc2[nH]c(=O)[nH]c2c1,-1%,-16%,-3%
-10%,6%[12.7 µM],6%,3%,0,38%[activator],COc1ccc(S(N)(=O)=O)cc1C(=O)NNC(=O)CN(C)S(=O)(=O)c1ccc(Cl)cc1,-7%,-5%,-9%
-23%,nt,nt,0%,-8,47%[activator],O=C(Nc1csc(Cl)c1)c1ccccc1,10%,-8%,0%
-10%,nt,0%,0%,-1,29%,CCOC(=O)c1cn(CC#N)c2cc(F)c(F)cc2c1=O,-7%,-1%,0%
-13%,-32%,-37%,12%,5,19%,CC1(C)OC(=O)N(CC(=O)Nc2ccccc2)C1(C)O (stereo not given),-35%,-2%,-14%
-18%,7%[12.7 µM],?,-1%,1,7%,Cc1cccc(-n2c(C)cc(/C=N/NC(=O)c3cccc([N+](=O)[O-])c3C)c2C)c1,-26%,5%,7%
-10%,9%,nt,7%,-1,20%,CN(C(=O)CS(=O)(=O)c1cn(CC(=O)N2CCOCC2)c2ccccc12)c1ccccc1,1%,-5%,-5%
-16%,7%[12.7 µM],-34%,14%,-10,25%,Cc1ccc(C(=O)NC(=S)Nc2cc(C(F)(F)F)ccc2Cl)cc1,-14%,2%,1%
-17%,0%,-8%,-2%,-5,59%[activator],Cc1ccc(SC[C@H](Cc2ccccc2)N2CC[C@@H](C)CCC2=O)cc1,-4%,-9%,-3%
-19%,23%,-17%,-5%,0,40%[activator],O=C(N/N=C/c1ccccc1OC(F)F)c1cc(-c2ccncc2)nc2ccccc12,-26%,-5%,-4%
-18%,64%[activator],-2%,-2%,2,12%,CCCN(CC(=O)Nc1ccccc1OC)C(=O)c1cc(S(=O)(=O)NCc2ccccc2)ccc1C,-13%,i,34%[activator]
-10%,?,-9%,-16%,-2,-19%,CCCN1CCc2c(sc3nc(SCC)n(-c4ccccc4)c(=O)c23)C1,-36%,-3%,?
0%,14%[59 µM],9%,6%,-9,78%[activator],COc1ccc(N=Cc2nc(-c3ccccc3)oc2OC(=O)c2ccccc2)cc1,17%,2%,0%
-19%,?,?,-3%,0,-3%,CC1CN(C(=O)N2CCC(C(=O)NCCCc3ccccc3)CC2)c2cc(Cl)ccc2O1 (stereo not given),-23%,10%,-2%
-11%,-4%,14µM*,7%,3,56%[activator],CCCC(=O)NC(c1ccc(C)cc1)c1ccc2cccnc2c1O (stereo not given),56µM*,-2%,-1%
-10%,?,4%,4%,-1,31%,Cc1oc(-c2ccc(Cl)cc2)nc1CSc1nc2ncccc2[nH]1,-8%,3%,7%
-21%,0%,-23%,10%,-2,66%[activator],Nc1nc(SCC(=O)Nc2ccc(OCc3ccccc3)cc2)n[nH]1,-25%,-8%,1%
-18%,nt,-6%,3%,2,30%,COc1ccc(CCNC(=O)C(=O)N/N=C/c2cccs2)cc1OC,-10%,1%,?
-8%,33%[activator],127%[activator],?,-3,172%[activator],Cc1ccc2cc(C)c(N3CCC(C)CC3)nc2c1,111%[activator],-9%,-4%
-24%,nt,-1%,2%,-5,24%,O=C(O)CC(CC(=O)Nc1ccccc1C(=O)O)c1ccccc1 (stereo not given),-7%,i,-5%
-25%,11%[59 µM],-11%,-2%,0,45%[activator],Cc1ccc(-c2nn3c(C)nnc3c3ccccc23)cc1S(=O)(=O)NCC(C)O (stereo not given),-18%,-5%,-1%
6%,nt,-31%,17%,1,27%,O=C(CSc1n[nH]c(-c2ccccc2O)n1)N1CCCc2ccccc21,-19%,-6%,?
8%,-2%[59 µM],0%,1%,1,28%,COc1cccc(CNCCN2CCOCC2)c1OC,-6%,i,-3%
-11%,nt,2%,-17%,4,26%,CCN1CCN(C(=O)CN2C(=O)COc3ccc(S(=O)(=O)N4CCOCC4)cc32)CC1,-5%,i,0%
-5%,-13%[59 µM],11%[57.1 µM],-9%,-1,32%,COc1ccc(NC(=O)c2noc3c2CCCC3)cc1Cl,-2%,-4%,2%
10%,-50%[12.7 µM],10%,-24%,3,-3%,O=C(CCC(=O)N1CCN(S(=O)(=O)c2ccccc2)CC1)c1cccs1,-19%,i,-1%
-17%,21%[2.33 µM],9%,-4%,-2,6%,CC(C)CN(C(=O)CC1CCCC1)c1c(N)n(Cc2ccccc2)c(=O)[nH]c1=O,-24%,1%,0%
-6%,-29%,9%,-4%,-4,40%[activator],CCOC(=O)c1[nH]c2ccccc2c1NC(=O)NC1CCCCC1,-25%[11.4 µM],-1%,-3%
-1%,8%[59 µM],-3%,0%,7,7%,Cn1c(=O)c2ncn(CC(=O)Nc3cc(C(F)(F)F)ccc3N3CCOCC3)c2n(C)c1=O,-16%,-4%,-6%
-10%,7.1µM*,?,?,0,28µM*,CCc1c(C)sc(NC(=O)c2ccoc2C)c1C(N)=O,56µM*,-9%,1%
-15%,-7%[59 µM],5%,0%,-2,27%,CN(C)C(=O)CCc1nc2sc3c(c2c(=O)[nH]1)CCCC3,-4%,i,-1%
-12%,3%[59 µM],-1%,5%,2,38%,CC(C)OC(=O)NC(C)(C)COC(=O)Nc1cccc(Cl)c1,10%,-1%,?
-16%,35µM*,?,2%,5,-24%,Fc1ccc(NC(=S)NN=C2CCCCCC2)cc1,56µM*,nt,-1%
10%,50µM*,?,-15%,-1,26%,CC(=O)N(CCCN1CCOCC1)Cc1ccncc1,0%[11.4 µM],0%,3%
-8%,11%,?,8%,3,23%,CC(NS(=O)(=O)c1ccc(CCC(=O)NCc2cccnc2)cc1)c1ccccc1 (stereo not given),-18%,-4%,-6%
-3%,-6%[59 µM],0%,-20%,2,28%,NC(=O)c1cccnc1Nc1cccc(F)c1,-8%,-5%,-2%
-4%,-35%,-37%,4%,-3,60%[activator],CCOc1ccc(CCNC(=O)CS(=O)(=O)Cc2nc(-c3cccc(OC)c3)oc2C)cc1,17%,-2%,-1%
-22%,?,-3%,-16%,0,10%,CCC(C)(C)n1nnnc1C(c1ccccc1OC)N1CCN(C(=O)c2ccco2)CC1 (stereo not given),-27%,i,0%
